TrxR1 substrate – substrates of rat thioredoxin reductase 1. O89049. purified TrxR1 substrate turnover, NADPH consumption readout. Potency, µM (highest dose often 114 µM), for inactives: at the highest dose activity change, negative = substrate turnover. 390,000 tested, 0.01% active; further: on the % scale 0 is the no-effect control and ±100 the full control effect; nearly all actives have a fitted effect of over 50% in size
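Rat TrxR1, dispensed at 90 nM, was prereduced with 400 uM NADPH (final) for 5 min at ~22 deg C, then incubated with compound 15 min before 400 uM selenite. A first-read NADPH fluorescence drop versus no-compound background flagged substrates.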
Vif-A3F inh – blocks the Vif interaction with APOBEC3F; HeLa A3F-eYFP + Vif (tagged APOBEC3F with the HIV-1 protein that degrades it), YFP fluorescence increase; AID 602313; 390,000 tested, 0.2% active; Potency, µM (highest dose often 46.1 µM), for the others: top-dose activity, negative = active; further: % of control where 0% means no effect; nearly all actives have a fitted effect of over 65% in size
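HeLa cells stably expressing A3F-eYFP plus Vif, plated and incubated overnight at 37 deg C, then exposed to compounds overnight at 37 deg C. Blocked degradation read as raised yellow fluorescence (Ex 488/Em 500-530).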
RGS4 inhibitor – human RGS4 inhibition. Potency, µM (highest dose often 114 µM), for the others: top-dose activity change, negative = inhibition, hits mostly inhibitors. Transcreener GDP fluorescence polarization, RGS4-accelerated GTP hydrolysis. 390,000 tested, 0.039% active; further: on the % scale 0 is the no-effect control and ±100 the full control effect; nearly all actives have a fitted effect of over 75% in size; some results filed as inactive show a strong effect at the top dose
Target sequence (P49798 whole entry, looked up): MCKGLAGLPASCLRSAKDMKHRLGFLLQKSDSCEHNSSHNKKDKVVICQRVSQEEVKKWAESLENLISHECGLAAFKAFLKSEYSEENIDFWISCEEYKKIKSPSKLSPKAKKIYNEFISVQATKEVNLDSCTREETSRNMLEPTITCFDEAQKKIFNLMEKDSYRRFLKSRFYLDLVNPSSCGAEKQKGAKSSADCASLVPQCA
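MLSMR compounds (23 nl, pin-transferred) preincubated 10 min at room temperature with a 500nM (2x) first reagent, then RGS4 at 900nM (2x) plus Transcreener GDP mix added; fluorescence polarization (620/688 nm) read before and after 90 min at 30 °C.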
USP1 inh – inhibitors of human USP1/UAF1 deubiquitinase; recombinant USP1/UAF1, Ub-Rhodamine cleavage fluorescence; Potency, µM (titrated, usually from 57.1 µM), for the others: top-dose activity change, negative = inhibition, hits mostly inhibitors; 390,000 tested, 0.23% active; further: on the % scale 0 is the no-effect control and ±100 the full control effect; nearly all actives have a fitted effect of over 60% in size; inactives centre near -12
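High-throughput fluorogenic screen: 1nM USP1/UAF1 complex, Ub-Rho substrate 150nM final, 50mM HEPES pH 7.8 with 0.5mM EDTA, 0.1 mg/ml BSA, 1mM TCEP and 0.01% Tween-20.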
IDH1 R132H inh – inhibitors of human mutant IDH1 R132H; O75874; IDH1-R132H enzyme, NADPH consumption, diaphorase/resazurin fluorescence; Potency, µM (top dose mostly 76.6 µM), inactives show at the top dose activity change, negative = inhibition, actives largely listed as inhibitors; 390,000 tested, 0.093% active; further: on the % scale 0 is the no-effect control and ±100 the full control effect; nearly all actives have a fitted effect of over 65% in size
Target sequence (O75874 whole entry R132H, stated change not applied): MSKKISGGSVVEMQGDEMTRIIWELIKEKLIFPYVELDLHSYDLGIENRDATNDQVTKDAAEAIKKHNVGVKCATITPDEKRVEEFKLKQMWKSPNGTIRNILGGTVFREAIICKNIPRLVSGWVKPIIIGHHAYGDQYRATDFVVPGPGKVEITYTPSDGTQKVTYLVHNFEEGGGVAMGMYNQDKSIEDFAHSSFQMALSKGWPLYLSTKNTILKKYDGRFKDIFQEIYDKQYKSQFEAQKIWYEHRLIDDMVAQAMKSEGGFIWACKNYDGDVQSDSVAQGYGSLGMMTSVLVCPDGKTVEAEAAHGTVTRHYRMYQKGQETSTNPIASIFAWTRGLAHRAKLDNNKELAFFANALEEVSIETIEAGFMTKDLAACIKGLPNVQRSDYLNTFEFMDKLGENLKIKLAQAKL
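IDH1-R132H (0.5 ug/mL) preincubated 30 min with compound, then NADPH (0.016 mM) and alpha-KG (2 mM) added; 80 min at RT, pH 7.5. Remaining NADPH coupled via diaphorase/resazurin to fluorescence (540/590 nm); concentration-response curves normalized to no-enzyme control.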
ALOX12 inh – blocks human arachidonate 12S-lipoxygenase; P18054; purified 12hLO, xylenol orange hydroperoxide absorbance; Potency, µM (titrated, usually from 108 µM), without a hit: at the highest dose activity change, negative = inhibition, usual class: inhibitors; 580,000 tested, 1.1% active; AID 1671190; further: on the % scale 0 is the no-effect control and ±100 the full control effect
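Hydroperoxide product was detected by ferrous iron/xylenol orange as the 573 to 405 nm absorbance ratio. Arachidonic acid at 40 uM (final) was turned over for 30 min at room temperature by 150 nM human 12hLO, pH 7.0 Hepes buffer, after 15 min compound preincubation.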
Vif-APOBEC3G blk – Vif-A3G binding inhibition. Q9HC16. Potency, µM (titrated, usually from 46.1 µM), inactives show at the top dose activity, negative = active, hits mostly inhibitors. AID 602310. HeLa A3G-eYFP + Vif (tagged APOBEC3G with the HIV-1 protein that degrades it), YFP fluorescence, overnight. 410,000 tested, 0.076% active;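 further: on the % scale 0 is the no-effect control and ±100 the full control effect; nearly all actives have a fitted effect of over 60% in size; hits raise eYFP signal because A3G escapes Vif-driven loss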
Target sequence (Q9HC16 whole entry, looked up): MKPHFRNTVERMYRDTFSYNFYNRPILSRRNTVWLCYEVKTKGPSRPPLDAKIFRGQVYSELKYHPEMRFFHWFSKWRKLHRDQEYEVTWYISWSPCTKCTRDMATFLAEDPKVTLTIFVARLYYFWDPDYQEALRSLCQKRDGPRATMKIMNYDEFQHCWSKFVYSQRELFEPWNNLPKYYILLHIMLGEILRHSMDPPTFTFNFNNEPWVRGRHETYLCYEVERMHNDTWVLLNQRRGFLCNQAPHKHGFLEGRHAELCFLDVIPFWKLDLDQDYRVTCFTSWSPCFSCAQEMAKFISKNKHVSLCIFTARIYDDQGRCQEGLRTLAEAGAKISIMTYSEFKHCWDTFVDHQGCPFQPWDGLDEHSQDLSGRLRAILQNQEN
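Read-out is eYFP fluorescence (Ex 488/Em 500-530) from Vif-expressing HeLa A3G-eYFP cells; more signal means A3G escaped Vif-mediated degradation. Cells plated overnight, compound pinned in, incubated overnight at 37 deg C.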
rTrxR1 inhibitor – inhibitors of rat thioredoxin reductase 1; O89049; recombinant rTrxR1, NADPH fluorescence consumption, selenite substrate; Potency, µM (highest dose often 114 µM), for inactives: top-dose activity change, negative = inhibition, actives largely listed as inhibitors; 390,000 tested, 1% active; AID 588453; further: on the % scale 0 is the no-effect control and ±100 the full control effect; nearly all actives have a fitted effect of over 65% in size
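Rat TrxR1 (90 nM in the dispensed reagent) was pre-reduced with 400 uM NADPH for 5 min at room temperature, then incubated with compound for 15 min. After 400 uM selenite was added, NADPH fluorescence (Ex 340/Em 450 nm) was followed for 8 min.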
RXFP1 agonist – agonists of human relaxin receptor RXFP1. AID 2676. Q9HBX9. 370,000 tested, 0.3% active. HEK293T-RXFP1 cAMP TR-FRET, 30 min; response scale: percent of porcine relaxin response, buffer zero. Potency, µM (series often up to 57.5 µM), without a hit: at the highest dose activation, usual class: activators; further: on the % scale 0 is the no-effect control and ±100 the full control effect; nearly all actives have a fitted effect of over 60% in size; many of its hits are not listed in these tables
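cAMP rise read by TR-FRET after 30 min, 37C compound exposure (up to 58 uM) in RXFP1-transfected HEK293 cells with Ro 20174 present. EC50 from Hill-equation fits, with 29 nM porcine relaxin as 100% and buffer as basal.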
* hit, by the source's call; u = inconclusive; x = not tested or not shown; [ ] = dose if it differs, or a comment. The call rests on the fitted dose curve; in most records, active means well fitted curve in the direction sought with a large enough effect; inconclusive means small, poorly fitted or top-dose-only effect, or another doubt; inactive means no such curve, though single readings can be large; an effect the other way counts as inactive or inconclusive. Potency means the concentration at half of the fitted maximal effect. Not all compounds are listed; count on the stated rates, not on these rows.

Compound,rTrxR1 inhibitor,RXFP1 agonist,Vif-APOBEC3G blk,ALOX12 inh,IDH1 R132H inh,Vif-A3F inh,TrxR1 substrate,RGS4 inhibitor,USP1 inh
Cc1ccc(NC(C(=O)c2ccccc2)c2ccccc2)cc1 (stereo not given),8%[2.29 µM],x,-7%,u,4%,-4%,8%[57.1 µM],5%,-16%
COc1ccc(Cl)cc1S(=O)(=O)Nc1cccc(C(=O)O)c1,5%[57.1 µM],2.0%,-3%,-19%,6%,-8%,10%[57.1 µM],24%,-11%
Nc1cccc2c(=O)[nH][nH]c(=O)c12,5%,x,0%,-5%,-5%,5%,32%[activator],-14%,-3%
COc1ccc(C2CCCN2C(=O)Nc2ccccc2)cc1OC (stereo not given),8%,-0.6%,1%,13%,3%,1%,2%,-3%,-20%
COc1cc(N/N=C(\C)c2ccc(O)c(C)c2)nc(-c2ccccc2)n1,15%[57.1 µM],-0.2%,-20%,-3%,-8%,5%,6%[57.1 µM],-12%,-25%
Cc1cccc(NC(=O)C(C)n2cc([N+](=O)[O-])cn2)n1 (stereo not given),27%[57.1 µM],u,-1%,-7%,-3%,4%,14%[57.1 µM],-16%,-15%
CN(C)c1ccc(CNS(=O)(=O)c2ccc3c(c2)NC(=O)CS3)cc1,11%,0.9%,4%,-3%,5%,-10%,2%,-2%,-18%
O=C(CC(Nc1ccc(F)cc1)C(=O)OCC(=O)c1cccs1)c1ccccc1 (stereo not given),25µM*,1.8%,0%,2%,2%,4%,-1%,u,-25%
Cc1cccc(CCN2CCN=C2Nc2ccccc2)c1,23%[57.1 µM],1.2%,7%,u,-7%,1%,8%[57.1 µM],9%,-25%
Fc1ccc(CN2CCSCC2)cc1F,19%[57.1 µM],0.6%,1%,u,8%,-17%,-5%,-16%,-17%
O=C1COc2ccc(S(=O)(=O)Nc3ccc(F)cc3)cc2N1,14%,0.9%,-1%,10%,7%,-12%,-2%,7%[11.4 µM],-5%
O=C1Cc2ccccc2Sc2cc(OCCCN3CCCCC3)ccc21,3%,4.3%,0%,u,9%,-6%,-4%,-1%,-21%

Exported with each value named: entries from further up.
Nc1cccc2c(=O)[nH][nH]c(=O)c12
  rTrxR1 inhibitor = 5%
  RXFP1 agonist = x
  Vif-APOBEC3G blk = 0%
  ALOX12 inh = -5%
  IDH1 R132H inh = -5%
  Vif-A3F inh = 5%
  TrxR1 substrate = 32%[activator]
  RGS4 inhibitor = -14%
  USP1 inh = -3%

COc1ccc(C2CCCN2C(=O)Nc2ccccc2)cc1OC (stereo not given)
  rTrxR1 inhibitor = 8%
  RXFP1 agonist = -0.6%
  Vif-APOBEC3G blk = 1%
  ALOX12 inh = 13%
  IDH1 R132H inh = 3%
  Vif-A3F inh = 1%
  TrxR1 substrate = 2%
  RGS4 inhibitor = -3%
  USP1 inh = -20%

The results go on:
Compound,rTrxR1 inhibitor,RXFP1 agonist,Vif-APOBEC3G blk,ALOX12 inh,IDH1 R132H inh,Vif-A3F inh,TrxR1 substrate,RGS4 inhibitor,USP1 inh
CCOC(=O)C1=CN(Cc2cccc(F)c2)S(=O)(=O)NC1c1ccc(F)c(Cl)c1 (stereo not given),33%,x,-9%,u,9%,-8%,1%,2%,-36%
O=C(Nc1cccc(C(F)(F)F)c1)c1cccnc1N1CCOCC1,10%,2.6%,1%,-14%,1%,0%,-1%,2%,-26%
NC(=S)N=Nc1c(O)n(Cc2ccc(Br)cc2)c2ccccc12,8%[57.1 µM],2.2%,u,29%,4%,-19%,-13%,-29%,u
O=C(Cc1ccc(NC(=O)C2CCCN(C(=O)C3CCCC3)C2)cc1)Nc1cccc(C(=O)N2CCCC2)c1 (stereo not given),12%,x,2%,5%,-9%,2%,3%,3%,-26%
COC(=O)c1ccc(COc2ccc(C)c(C)c2)o1,-3%,-3.2%,1%,u,10%,-10%,-5%,1%,-14%
Fc1ccc(Cc2cn3cc(-c4ccc(Cl)cc4)nc3s2)cc1,22%,1.0%,0%,-23%,-1%,-3%,3%,-19%,-31%
CCOC(=O)Cc1csc(NC(=O)Cc2ccccc2)n1,17%,-0.1%,4%,0%,-7%,0%,0%,56%[activator],-8%
OC1(c2ccc3ccccc3c2)CCN(Cc2ccccc2)C1 (stereo not given),14%[57.1 µM],-1.5%,-3%,-1%,2%,4%,11%[57.1 µM],-5%,-17%
Cc1ccsc1C(=O)OCc1nnc(-c2ccccc2)o1,-6%,x,-5%,8%,5%,9%,-12%,4%,-2%
COc1ccc(-n2nc([N+](=O)[O-])c(=NCCCN3CCCC3=O)n2O)cc1,-9%,0.5%,-5%,-1%,-5%,-3%,-17%,33%,-12%
Cc1ccc(-n2cnc3cc(C(=O)NC4CCCCCC4)ccc32)cc1Cl,29%[57.1 µM],1.1%,-3%,-9%,0%,4%,12%[57.1 µM],9%,-13%
CCOC(=O)c1cc(S(=O)(=O)N2CCN(c3cc(Cl)ccc3C)CC2)[nH]n1,-2%[57.1 µM],-0.9%,3%,u,13%,-8%,-9%[57.1 µM],14%,-23%
O=C1[C@H]2[C@@H](c3ccc(F)cc3)N3C(=O)N(c4cccc(Cl)c4)C(=O)[C@@]3(Cc3ccc(Cl)cc3)[C@H]2C(=O)N1C1CCCCC1,2%,-0.7%,-1%,-5%,14%,-4%,-3%,-16%,-23%
Cc1cc(NC(=O)CSc2sc3c(O)cc(=O)[nH]c3c2C#N)ccc1Br,-17%,1.8%,0%,u,-6%,-12%,-1%,-27%,u
COc1ccc(NC(=O)c2ccc(OC)cc2)cc1,4%[57.1 µM],0.4%,0%,0%,-6%,-11%,10%[57.1 µM],16%,2%
COC(=O)c1cc2sc(C)cc2n1Cc1nc(-c2cccc(Br)c2)oc1C,-6%,1.7%,x,-22%,x,x,-3%,2%,-24%
COC(=O)C1CCN(c2csc3ccc(Cl)cc3c2=O)CC1,19%[57.1 µM],0.6%,-5%,u,-8%,0%,12%[57.1 µM],-44%,-30%
CN(C[C@H](Cc1ccccc1)N(C[C@H](Cc1ccccc1)N(CCc1cc(C(F)(F)F)cc(C(F)(F)F)c1)N=O)N=O)N=O,39%,-1.7%,-7%,-6%,10%,9%,6%,4%,-25%
CC1(C)OC(=O)C(=NNc2ccccc2[N+](=O)[O-])C(=O)O1,-13%,0.7%,-9%,-10%,4%,u,-8%,-19%,-22%
COc1ccc(CNC(C)C23CC4CC(CC(C4)C2)C3)c(OC)c1OC (stereo not given),13%[2.29 µM],0.0%,1%,-28%,9%,-3%,3%[57.1 µM],6%,-30%
Cc1ccc(NCc2nnc(SCC(=O)Nc3ccccc3)n2CC2CCCO2)c(C)c1 (stereo not given),-13%,-2.0%,0%,1%,0%,x,-15%,-25%,-15%
Cn1c(CNC(=O)c2ccco2)nnc1SCC(=O)c1ccc(Br)cc1,14%[57.1 µM],3.7%,3%,15%,-3%,15%,4%,-22%,u
Cc1cc(C)c(OCC(O)CN2CCN(C(=O)c3ccccc3)CC2)c(C)c1 (stereo not given),27%,1.1%,-1%,u,-2%,3%,1%,4%,-16%
O=S(=O)(NC1CC1)c1ccc(S(=O)(=O)N(Cc2ccccn2)C2CCCC2)cc1,7%,-1.4%,0%,-10%,-1%,-8%,1%,-18%,-21%
CN(C)S(=O)(=O)c1cc(NC(=O)COC(=O)CCSc2ccc(Cl)cc2)ccc1Cl,22%[57.1 µM],4.8%,0%,-28%,-1%,-3%,8%[57.1 µM],7%,-7%
CCN(CC(=O)Nc1c(F)cccc1F)C(=O)C1CCN(C(=O)c2ccc(F)cc2)CC1,-8%,2.6%,0%,0%,2%,-3%,-5%,-18%,-3%
COc1ccc(/C=C2\CCCC3C2=NC(=S)NC3c2ccc(OC)cc2)cc1 (stereo not given),u,2.6%,-8%,-23%,2%,-13%,-14%,-15%,-10%
c1ccc(C(Nc2cccnc2)c2ccccc2)cc1,1%[11.4 µM],x,-3%,4%,5%,5%,-5%[11.4 µM],-40%,-17%
CC(=O)Nc1cccc(NC(=O)COC(=O)CO/N=C(\C)c2ccc3c(c2)OCO3)c1,5%[57.1 µM],3.1%,1%,275%[activator],7%,4%,-5%[57.1 µM],-33%,-7%
Cc1ccc(CCS(=O)(=O)c2ccc(C(C)(C)C)cc2)cn1,5%[57.1 µM],3.4%,-5%,15%,5%,-1%,8%[57.1 µM],-28%,1%
CCOc1ccc(N2C(=O)/C(=C/c3ccco3)N(C)C2=S)cc1,u,1.2%,1%,u,4%,0%,-10%,-24%,-11%
COc1ccc2sc(SCCCS(=O)(=O)O)[n+](CCCS(=O)(=O)[O-])c2c1,83%[activator],0.6%,0%,-9%,-2%,8%,2%,u,-8%
COc1ccccc1C(=O)Nc1sc2c(c1C(=O)NCc1ccco1)CCCC2,16%,0.1%,-4%,u,1%,-10%,73%[activator],u,-12%
CN1CCN(S(=O)(=O)c2ccc(Sc3nnnn3-c3ccccc3)c([N+](=O)[O-])c2)CC1,u,0.9%,-2%,-12%,1%,-1%,3%,-19%,-16%
Cc1ccc(NC(=S)NCC(O)c2ccccc2)c(C)c1 (stereo not given),4%[57.1 µM],1.6%,0%,u,0%,-10%,-7%[57.1 µM],-29%,-18%
N#Cc1c(SCC(=O)Nc2ccc(Cl)cc2Cl)sc2c(O)cc(=O)[nH]c12,-3%,8.0%,-2%,-20%,2%,-2%,-4%,-34%,3%

Bioassay records (PubChem BioAssay)
